Compound activity (PubChem)
Spn DPM-DC inh = blocks S. pneumoniae diphosphomevalonate decarboxylase; calls only at 10 µM; 65,000 compounds, 0.49% hits; purified DPM-DC, PK/LDH coupled NADH fluorescence; AID 556;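 active = the 320 compounds with the highest percent inhibition in the single-dose primary screen, excluding strongly autofluorescent ones, cut at about 32% in these data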;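 also: kinetic rate of NADH fluorescence loss reporting ADP formed by the decarboxylase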
Spn PMK inh = blocks S. pneumoniae phosphomevalonate kinase; inhibition, % at 10 µM; purified PMK, PK/LDH-coupled NADH absorbance 340 nm; 65,000 compounds, 0.49% hits;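 active = top-ranked compounds by inhibition in the single 10 µM screen, taking a fixed number of the strongest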;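 also: 0% = full reaction with DMSO carrier and 100% = background rate without enzyme reaction; no value below 0 was filed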
KRASV12 cytotoxicity = viability loss of HPDE-C7K cells – cell-based, fluorescence, HTS, primary screen (AID 431); 63,000 compounds, 1.7% hits; cytotoxicity, % at 10 µM, or EC50 in µM where a hit was titrated; HPDE-C7K KRASV12 cells, Alamar Blue viability, 48 h; higher % means a stronger effect;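 active = compounds whose percent cytotoxicity in the single-dose primary screen, scaled between solvent and toxic-drug controls, exceeds 50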;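 also: 0% = DMSO solvent wells and 100% = doxorubicin-treated wells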
HPDE-C7 viability = HPDE-C7 pancreatic duct cell viability loss – fluorescence, HTS (AID 430). HPDE-C7 pancreatic duct cells viability, fluorescence; higher % means a stronger effect. cytotoxicity, % at 10 µM; hits with a dose series show EC50 in µM. 63,000 compounds, 1.8% hits;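 also: cells exposed to compound for 48 hours before viability readout; 0% = vehicle and 100% = reference cytotoxic drug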
Alkaline phosphatase = inhibition of tissue-nonspecific alkaline phosphatase – biochemical, luminescent (AID 518). inhibition, % at 20 µM; hits with a dose series show IC50 in µM. 64,000 compounds, 0.09% hits. purified TNAP enzyme, luminescent substrate readout; higher % means a stronger effect; in the data active = a potency from the dose series; inactive = the rest, 99 in 100 with inhibition below about 22%;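 also: plate controls were vehicle for no effect and reference inhibitor for full effect; many of its hits are not listed in these tables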
Spn MK inh = blocks S. pneumoniae mevalonate kinase; purified MK, PK/LDH-coupled NADH absorbance 340 nm; inhibition, % at 10 µM; 65,000 compounds, 0.48% hits;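 active = ranked among the strongest by inhibition in the single 10 µM screen, a fixed top-ranked set picked for dose follow-up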; also: no value below 0 was filed
LYP phosphatase = LYP phosphatase inhibitors, primary screen, biochemical, DiFMUP fluorescence, recombinant catalytic domain, 10 µM (AID 606). 52,000 tested, under 10 active. inhibition, % at 10 µM; hits with a dose series show IC50 in µM. recombinant LYP catalytic domain, DiFMUP fluorescence; higher % means a stronger effect;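 active = IC50 under 40 µM in the dose-response test; inactive = IC50 of 40 µM or more, or never dose-tested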
HT1080 viability = cytotoxicity in HT1080 fibrosarcoma cells, cell-based, fluorescence readout (AID 620); HT1080 viability, fluorescence; higher % means a stronger effect; cytotoxicity, % at 10 µM, or EC50 in µM where a hit was titrated; 87,000 compounds, 0.42% hits;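 also: cells exposed to compound overnight then 4 h with Alamar Blue; 0% = vehicle DMSO and 100% = killing control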
Bfl-1 inhibitors = Bfl-1 inhibitors, primary screen, biochemical, fluorescence polarization, FITC-Bid, mouse (AID 432); displacement, % at 20 µM; hits with a dose series show IC50 in µM; FITC-Bid BH3 peptide fluorescence polarization displacement; higher % means a stronger effect; 64,000 compounds, 0.02% hits; in the data active = a potency from the dose series; inactive = the rest, 99 in 100 with displacement below about 15%; also: strong numbers were not always called active
Spn PMK inh pilot replicates = further read-out of Spn PMK inh, marked with its call; inhibition, %; measured here: pilot screen replicates
Spn MK inh pilot replicates = also measured in Spn MK inh; calls as there; inhibition, %; measured here: pilot screen replicates
Spn DPM-DC inh pilot screen % = further read-out of Spn DPM-DC inh, marked with its call; inhibition, %; measured here: pilot screen trials
Starred values were filed as active, the others as inactive; i = inactive; . = not tested or not shown; + = active, no number. Rule as the data show it, unless noted: active = cytotoxicity above about 50%; inactive = the rest.

SMILES	Spn DPM-DC inh	Spn PMK inh	KRASV12 cytotoxicity	HPDE-C7 viability	Alkaline phosphatase	Spn MK inh	LYP phosphatase	HT1080 viability	Bfl-1 inhibitors	others
Cc1noc(C)c1CSc1nc2sc(C)c(C)c2c(=O)n1C1CCCC1	i	11	-13%	-6%	10%	0	10%	-2%	-4%
O=C(O)C1CC(=O)N(c2ccc(F)c(F)c2)C1 (stereo not drawn)	i	6	0%	-5%	4%	12	8%	2%	-3%
CN(C)CCCNC(CC(=O)Nc1ccc(Cl)cc1)C(=O)O (stereo not drawn)	i	7	-10%	-6%	-2%	0	-17%	0%	-10%
COc1ccccc1OCc1nnc(SCC(=O)Nc2ccc(C)cc2)n1C	i	5	-10%	-16%	11%	8	.	1%	-5%
CC(C)c1ccc(C2CC(=O)N3CN(C)CSC3=C2C#N)cc1 (stereo not drawn)	i	7	0%	-6%	18%	10	8%	-5%	-7%
CC(=O)NC(Cc1ccccc1C)C(=O)NC1CCN(c2c3c(nc4ncnn24)CCC3)CC1 (stereo not drawn)	i	14	3%	-2%	6%	4	.	5%	-4%
Cc1cc2oc(=O)cc(CN3CCCCC3C)c2c(C)c1Cl (stereo not drawn)	i	12	38%	22%	8%	5	.	12%	-20%
O=C(O)c1[nH]c2ccc(Cl)cc2c1CC(=O)N1CCN(C(=O)c2ccco2)CC1	i	11	3%	-1%	8%	17	-5%	-18%	9%	Spn PMK inh pilot replicates=2.0;Spn MK inh pilot replicates=0.0;Spn DPM-DC inh pilot screen %=14
CC1CCN(CCCNC(=O)C2CCC(=O)N2C2CCCC2)CC1 (stereo not drawn)	i	10	-7%	-1%	10%	3	-8%	6%	-9%
COC(=O)c1nnn(CC(=O)Nc2cccc(OC)c2)c1C(=O)OC	i	16	-3%	-6%	10%	5	2%	.	7%
CCOC(=O)N1CCN(C(=O)C2CCN(S(=O)(=O)N(CC)CC)CC2)CC1	i	16	.	.	9%	0	2%	1%	-6%
Cc1ccnc(N2CCC(C(=O)Nc3cccc(C(F)(F)F)c3)CC2)n1	i	11	24%	20%	1%	2	10%	-2%	5%
c1ccc(Cc2nn3c(Cn4nnc5ccccc54)nnc3s2)cc1	i	4	-1%	-2%	4%	10	6%	-3%	-4%
Cc1nc(NS(=O)(=O)c2ccccc2)sc1NC(=O)OC(C)C	i	0	-6%	-39%	10%	3	6%	2%	12%	Spn PMK inh pilot replicates=6.0;Spn MK inh pilot replicates=0.0;Spn DPM-DC inh pilot screen %=3.0
CCc1ccc(-c2nc(CN3CCC(C(=O)NCc4ccco4)CC3)c(C)o2)cc1	i	6	-6%	-5%	-4%	4	5%	5%	0%
CCn1c2ccccc2c2cc(NC(=O)CSc3nnc(-c4ccccc4OC)n3N)ccc21	i	11	66%*	57%*	6%	10	5%	1%	-6%
CCCCN(Cc1cc2cc(OC)ccc2[nH]c1=O)C(=O)COc1ccccc1	i	7	11%	-6%	14%	8	9%	-5%	-28%	Spn PMK inh pilot replicates=1.5;Spn MK inh pilot replicates=0.5;Spn DPM-DC inh pilot screen %=12
O=C(Nc1cccc(S(=O)(=O)C(F)F)c1)c1ccc(Cl)c(S(=O)(=O)N2CCOCC2)c1	i	3	-2%	-2%	10%	9	8%	3%	-3%
CCOC(=O)CN1CC23C=CC(O2)C(C(=O)NC2CCCCC2)C3C1=O (stereo not drawn)	i	18	2%	-11%	3%	5	.	.	-3%
COC(=O)c1cc2ccsc2n1CC(=O)N(C)c1ccccc1	i	14	14%	6%	8%	7	.	-4%	7%	Spn PMK inh pilot replicates=0.5;Spn MK inh pilot replicates=1.0;Spn DPM-DC inh pilot screen %=0.0
CCn1c(C(=O)N2CCC(C(=O)N3CCN(c4ccccn4)CC3)CC2)cc2sccc21	i	19	7%	-11%	3%	5	12%	-3%	-5%	Spn PMK inh pilot replicates=1.0;Spn MK inh pilot replicates=0.5;Spn DPM-DC inh pilot screen %=2.5
CN1CC2(C)CN(C(c3ccccc3)c3ccccc3)CC(C)(C1)C2O (stereo not drawn)	i	17	1%	-6%	4%	.	.	6%	3%
OC12CCCCC1C(c1ccc3c(c1)OCO3)N(Cc1ccc(F)cc1)CC2 (stereo not drawn)	i	12	-20%	-10%	13%	9	2%	-1%	-7%
CCOC(=O)c1c(-c2ccncc2)csc1N	i	0	-1%	4%	12%	0	9%	4%	2%
CCOC(=O)c1c(N)c(C#N)c2n1CCCCC2	i	17	-2%	4%	8%	0	-24%	-4%	-2%
SMILES	Spn DPM-DC inh	Spn PMK inh	KRASV12 cytotoxicity	HPDE-C7 viability	Alkaline phosphatase	Spn MK inh	LYP phosphatase	HT1080 viability	Bfl-1 inhibitors	others
COc1ccc(-c2cc(C(=O)OCC(=O)N(C)C)c3ccccc3n2)cc1	+	12	-6%	-8%	3%	7	12%	0%	-4%
O=C(O)CC1SC(=Nc2cccc(O)c2)NC1=O (stereo not drawn)	i	11	2%	6%	35%	0	9%	0%	-4%
CCCn1c(=O)[nH]c(=O)c2c1nc(-c1ccccc1OC(F)F)n2CCOC	i	14	-6%	-3%	6%	5	11%	0%	7%
O=C1c2ccccc2-c2nc3ncnn3c(-c3ccccc3Cl)c21	i	17	-6%	1%	10%	4	-10%	11%	8%
O=C(Cn1cc2c(n1)CCCCC2)NCCN1CCOCC1	i	0	8%	-11%	10%	3	11%	5%	-4%
CS(=O)(=O)N(CC(=O)N1CCCCC1)c1sc2c(c1C#N)CCCC2	i	8	-4%	-2%	9%	5	1%	16%	-8%
COCCN(C(=O)c1ccccc1)c1nnc(-c2cccnc2)s1	i	22	-10%	-10%	8%	12	4%	-1%	1%
Cc1csc(Cn2c(CN(C)C)nc3ccccc3c2=O)n1	i	10	-12%	-14%	19%	4	0%	0%	4%
O=c1c2ccccc2nnn1CSc1nnc2ccccn12	i	18	6%	3%	9%	2	.	-13%	2%
Cc1ccc(C)c(NC(=O)c2ccccn2)c1	i	18	-17%	-6%	1%	0	.	10%	-1%
COc1ccccc1NS(=O)(=O)c1cccc2cccnc12	i	5	17%	20%	14%	51*	0%	22%	7%
COC(=O)c1cccc(NC(=O)c2nn(C(C)C)c(=O)c3ccccc23)c1	i	13	-6%	-6%	10%	8	.	-7%	-5%
CC1(C(=O)O)CC(C)(C(=O)O)CC(C)(C(=O)O)C1 (stereo not drawn)	i	12	-1%	-2%	14%	12	-2%	-1%	5%
Cc1ccccc1NC(=O)CCC(=O)OCCCC(F)(F)C(F)(F)F	i	10	-24%	-12%	12%	6	-8%	1%	-4%
Cn1c(=NC(=O)C2CCN(S(=O)(=O)c3cccs3)CC2)sc2ccccc21	i	11	-16%	-18%	-9%	3	.	2%	-4%
COc1cccc(NC(=O)CSc2nc(N)cc(N)n2)c1	i	12	-10%	6%	6%	8	7%	6%	-5%
CC(C)CN(CC(C)C)S(=O)(=O)N1CCC(C(=O)NCc2ccccn2)CC1	i	0	-10%	-12%	8%	1	15%	15%	-2%
O=C(Cn1cnc2c(nnn2Cc2ccc(F)cc2)c1=O)NC1CCCC1	i	12	-2%	-11%	5%	1	-30%	4%	-6%
CCOC(=O)C1CCCN(Cc2ccc(O)c(OC)c2)C1 (stereo not drawn)	i	0	-23%	-25%	11%	30	6%	4%	-4%
Cc1cc(N)n2nc(-c3ccccc3)cc2n1	i	9	-7%	-7%	9%	3	11%	.	14%	Spn PMK inh pilot replicates=1.5;Spn MK inh pilot replicates=3.0;Spn DPM-DC inh pilot screen %=12
O=C(CSc1ccccn1)Nc1ccc(Br)cn1	i	9	-7%	-13%	-2%	10	16%	5%	-5%
Cc1ccc(-n2nc(C)c3c2OC(N)=C(C#N)C3c2ccc(F)cc2)cc1 (stereo not drawn)	i	12	.	.	22%	11	2%	-3%	-1%
CC1CCC(NC(=O)C2c3ccccc3C(=O)N2CCCN2CCOCC2)CC1 (stereo not drawn)	i	8	.	.	2%	9	10%	1%	-8%
O=C(COc1ccccc1)Nc1ccc(S(=O)(=O)N2CCCC2)cc1	i	19	5%	4%	4%	6	9%	3%	-2%
CC1(C)CC(=O)C2=C(C1)Oc1ncn(CCCn3ccnc3)c(=N)c1C2c1ccccc1 (stereo not drawn)	i	0	10%	6%	-5%	5	-6%	-6%	-4%

Next section, starting with the last three of the part before.
SMILES	Spn DPM-DC inh	Spn PMK inh	KRASV12 cytotoxicity	HPDE-C7 viability	Alkaline phosphatase	Spn MK inh	LYP phosphatase	HT1080 viability	Bfl-1 inhibitors	others
CC1CCC(NC(=O)C2c3ccccc3C(=O)N2CCCN2CCOCC2)CC1 (stereo not drawn)	i	8	.	.	2%	9	10%	1%	-8%
O=C(COc1ccccc1)Nc1ccc(S(=O)(=O)N2CCCC2)cc1	i	19	5%	4%	4%	6	9%	3%	-2%
CC1(C)CC(=O)C2=C(C1)Oc1ncn(CCCn3ccnc3)c(=N)c1C2c1ccccc1 (stereo not drawn)	i	0	10%	6%	-5%	5	-6%	-6%	-4%
Cc1nn(-c2ccccc2)c2c1C(c1cccnc1)N1C=C(S(=O)(=O)N3CCCCC3)C=CC1=N2 (stereo not drawn)	i	9	5%	3%	9%	13	2%	7%	0%
O=C(CSc1ncccn1)NCc1ccccc1	i	1	-4%	0%	3%	5	-4%	0%	-2%	Spn PMK inh pilot replicates=8.0;Spn MK inh pilot replicates=9.0;Spn DPM-DC inh pilot screen %=5.5
COc1cc(C(=O)Nc2cc(C)ccn2)cc(OC)c1OC	i	4	1%	-4%	12%	12	14%	2%	0%	Spn PMK inh pilot replicates=0.0;Spn MK inh pilot replicates=0.0;Spn DPM-DC inh pilot screen %=0.0
CCOC(=O)CS(=O)(=O)c1ccc2ccccc2c1	i	13	-6%	-10%	7%	10	.	-2%	-5%
CCCCNC(=O)c1cc2c(=O)n3cccc(C)c3nc2n1C	.	18	-5%	-13%	-2%	11	.	3%	3%
COC(=O)[C@@H](NC(=O)Nc1ccc2c(c1)OCCO2)C(C)C	i	7	-15%	-20%	8%	3	5%	-6%	-4%
CCCCCCn1c(SCCN2CCOCC2)nc2c1c(=O)[nH]c(=O)n2C	i	0	-10%	-18%	6%	3	5%	-14%	10%
COc1ccc(CCNC(=O)CSc2nc(C)nc3c2oc2ccccc23)cc1OC	i	3	2%	-9%	3%	2	10%	6%	-4%
CC(=O)C(Sc1ccc2nnc(-c3ccncc3)n2n1)C(C)=O	i	0	3%	-2%	7%	2	-4%	3%	-5%
CCN1CCN(CC(=O)Nc2ccc(C)cc2C)C(=O)C1=O	i	3	3%	2%	9%	9	-9%	2%	0%
CCCNC(=O)CCC(NS(=O)(=O)c1ccc(C)cc1)C(=O)NCCC (stereo not drawn)	i	0	-10%	1%	4%	3	-14%	4%	-2%
COc1ccc(NC(=O)Cn2cnc3c(cnn3-c3ccc(C)c(C)c3)c2=O)c(OC)c1	i	14	2%	-1%	9%	8	-1%	1%	16%

Pulled one by one from above, 2 records:
SMILES	Spn DPM-DC inh	Spn PMK inh	KRASV12 cytotoxicity	HPDE-C7 viability	Alkaline phosphatase	Spn MK inh	LYP phosphatase	HT1080 viability	Bfl-1 inhibitors	others
CCCNC(=O)CCC(NS(=O)(=O)c1ccc(C)cc1)C(=O)NCCC (stereo not drawn)	i	0	-10%	1%	4%	3	-14%	4%	-2%
COC(=O)[C@@H](NC(=O)Nc1ccc2c(c1)OCCO2)C(C)C	i	7	-15%	-20%	8%	3	5%	-6%	-4%
